Source: PubChem BioAssay (Broad Institute)
PglD inh – C. jejuni PglD acetyltransferase inhibitors, primary screen, biochemical, DTNB colorimetric, single point; UDP-N-acetylbacillosamine N-acetyltransferase PglD (Campylobacter jejuni); purified PglD enzyme, DTNB colorimetric CoA detection; inhibition, % at 12.5 µM; 360,000 tested, 0.098% active; AID 602405, 2012; in the data active = inhibition above about 16%, passing the limit was not always enough; inconclusive = no clear call, values can overlap the other calls; note: strong numbers were not always called active
Statin myotox sup – suppressors of statin myotoxicity in C2C12 myotubes, primary screen, cell-based, single point, plate reader; C2C12 myotubes + simvastatin, ATP luminescence, 48 h; scaled: DMSO 0, geranylgeraniol control 100; rescue of ATP level, % at 7.49 µM; 330,000 tested, 0.78% active;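 active = mean ATP rescue above about 67%, or every replicate alone reaching that limit, limit read from the data, passing the limit was not always enough; inconclusive = no clear call, values can overlap the other calls; inactive = mean under the limit and some replicate under it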;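 note: myotubes were challenged with 10 µM simvastatin during compound exposure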
Active calls of the source: *; u = inconclusive.

SMILES	PglD inh	Statin myotox sup
Cc1ccc(Nc2nc3c(c(=O)[nH]c(=O)n3C)n2Cc2ccc(F)cc2)cc1	-2	5
O=C(O)CCC(=O)N1N=C(c2cccs2)CC1c1cn(-c2ccccc2)nc1-c1ccccc1 (stereo unspecified)	-6	-4
O=[N+]([O-])c1cc(Cl)ccc1Nc1ccccc1	3	-1
CCCCNC(=S)N(C)/N=C/c1ccccc1C(=O)O	6	-3
Cc1ccc(NC(=O)c2ccccc2)cc1	2	2
COc1ccc(N2CCN(C(=O)CSc3ncnc4scc(-c5ccc(C)cc5)c34)CC2)cc1	-3	4
COc1ccc(-n2nnnc2/C=C\Nc2ccccc2C(=O)c2ccccc2)cc1	0	-86
Cc1ccc(N=c2ssnc2Cl)cc1	-1	19
CCCCOC(=O)Nc1nc(CC(=O)OCC)cs1	5	2
COc1cc(Cl)cc(C2NC(=O)NC(C)=C2C(C)=O)c1OCC(=O)O (stereo unspecified)	2	-39
Cn1cnc([N+](=O)[O-])c1Nc1ccc(O)cc1	2	0
COc1ccc(-c2nc(C#N)c(N3CC(C)OC(C)C3)o2)cc1OC (stereo unspecified)	-2	-1
O=C(Nc1ccc(OCc2ccccc2)cc1)c1cccnc1	-8	-8
N#Cc1nc(COc2ccc(F)cc2)oc1NCCN1CCOCC1	2	-1
CC(=O)Nc1ccc(C(=O)CSc2nnc(Cc3ccccc3)o2)cc1	1	1
O=C(Nc1ccc2c(c1)OCCO2)c1ccc(Br)c(S(=O)(=O)N2CCOCC2)c1	8	-5
CCCCC(=O)Nc1ccc(NC(=O)c2ccccc2OC)cn1	2	-10
Cc1nnc(SCC(=O)N(C)Cc2ccccc2)[nH]c1=O	2	3
CCOC(=O)C1[C@H]2C(=O)N(CCCOC)C[C@]23C=C[C@H]1O3 (stereo partly specified)	6	-18
CCCN1C(=O)SC(CC(=O)Nc2ccccc2C)C1=O (stereo unspecified)	-1	5
CCc1nn(C(C)C(=O)NC(C)CCc2ccco2)c(=O)c2cc3occc3n12 (stereo unspecified)	3	-2
N#Cc1cn(-c2ccccc2)nc1-c1ccc2c(c1)OCCO2	2	1
Cc1nc(SC(C(=O)c2ccccc2)c2ccccc2)n[nH]1 (stereo unspecified)	2	12
COc1ccc(C(=O)n2nc(-c3ccco3)nc2N)cc1	-4	-7
CCSc1ncnc2c1oc1ccccc12	-1	-7
O=C1/C(=C/c2ccc(F)cc2)SC(=S)N1Nc1ncc(C(F)(F)F)cc1Cl	-2	-2
O=C(c1cccc(Cl)c1)N1CCN(C(=O)c2ccco2)CC1	0	-9
CC1(C)C(=O)C2(CCCC2)C(=O)OC1c1ccco1 (stereo unspecified)	-2	-6
CCN(C(=O)c1ccco1)c1nnc(-c2ccc(OC)cc2)s1	4	-16
O=C(CSc1nnc(CNc2ccccc2)o1)N1CCc2ccccc21	-2	2
Clc1ccc(NC2(c3nnnn3C3CCCCC3)CCCCC2)cc1	3	-30
OCCN(CCO)CC(O)COCCC12CC3CC(CC(C3)C1)C2 (stereo unspecified)	2	-19
Cc1noc(C)c1C(=O)N1CCOCC1	2	18
COc1ccccc1Nc1nc(C2(C)CCC(=O)O2)cs1 (stereo unspecified)	-4	3
CN1CCN(C(=O)c2ccccc2NC(=O)C(C)(C)C)CC1	5	1
O=S(=O)(c1ccc(Cl)cc1)N1CCC(N2CCOCC2)CC1	4	8
COc1ccc(N2CCN(C(=O)CSc3nnc4ncccn34)CC2)cc1	3	17
OC(Cn1cncn1)c1ccc(Cl)cc1 (stereo unspecified)	2	10
COc1ccc(-c2cc(C(=O)O)c3ccccc3n2)c(OC)c1	-1	-4
Cc1cc(C)cc(-n2c(C)cc(C(=O)CSc3nnnn3C)c2C)c1	-4	20

Single records, as listed above. Order of screens: PglD inh	Statin myotox sup
O=C1/C(=C/c2ccc(F)cc2)SC(=S)N1Nc1ncc(C(F)(F)F)cc1Cl across the screens: -2	-2
CC1(C)C(=O)C2(CCCC2)C(=O)OC1c1ccco1 (stereo unspecified) across the screens: -2	-6
CCc1nn(C(C)C(=O)NC(C)CCc2ccco2)c(=O)c2cc3occc3n12 (stereo unspecified) across the screens: 3	-2
Cc1ccc(Nc2nc3c(c(=O)[nH]c(=O)n3C)n2Cc2ccc(F)cc2)cc1 across the screens: -2	5

(continued)
SMILES	PglD inh	Statin myotox sup
COc1ccc2[nH]c(=O)c(CN(CCc3ccccc3)Cc3nnnn3CC3CCCO3)cc2c1 (stereo unspecified)	-4	35
COC(=O)c1c2c(nc3ccccc13)CCC2	3	5
Cc1onc(-c2ccccc2Cl)c1C(=O)Nc1c(C)n(C)n(-c2ccccc2)c1=O	3	0
CN(C)c1ccc(N=c2sc3ccccc3n2C)cc1	0	9
CCn1cc(/C=N/NC(=O)c2cc3c(ccc4ccccc43)o2)c2ccccc21	3	-21
O=C(N/C(=C\c1ccc2c(c1)OCO2)C(=O)N1CCOCC1)c1cccs1	4	10
CCCn1c(NC(=O)c2ccccc2)nc2ccccc21	0	-3
Cc1ccccc1-c1cc(C(=O)Nc2nc3c(s2)CCCC3)c2ccccc2n1	4	-10
COc1ccc(/C=C/C(=O)c2c(C)nc3ccccn23)cc1	-3	45
CCOc1ccc(S(=O)(=O)Nc2ccccc2C(=O)NCc2ccco2)cc1	7	8
CCCCC1=CC2=CC(=O)C(C)(OC(=O)CC)C(=O)C2=CN1Cc1ccco1 (stereo unspecified)	3	18
COC(=O)c1cccc(S(=O)(=O)N2CCC(NC(=O)NC34CC5CC(CC(C5)C3)C4)CC2)c1	-8	11
CCOC(=O)CC(=O)Nc1nnc(C(C)C)s1	-2	7
COc1cccc(NC(=O)C2CCN(Cc3cnn(-c4ccccc4)c3-n3cccc3)CC2)c1	5	-6
O=C(CCN1C(=O)COc2ccccc21)N1CCCCC1	6	6
Cc1[nH]nc2c1C(c1ccc(-c3ccccc3C#N)o1)C(C#N)=C(N)O2 (stereo unspecified)	-6	-4
CCCCCCCCCCNC(=O)CCn1[nH]c(=O)c2ccccc2c1=O	-6	7
COc1ccc(NS(=O)(=O)c2ccc(S(=O)(=O)N3CCCC3)cc2)cc1	6	19
COc1cc2c(cc1OC)C1=C(C#N)COCN1CC2	-7	-5
C[C@@H]1NC(=O)c2cc([N+](=O)[O-])cc(I)c2NCC[C@@H](C(N)=O)NC(=O)[C@H](CC(N)=O)NC1=O	-2	0

A second format for part of the listing above.
> CCOC(=O)C1[C@H]2C(=O)N(CCCOC)C[C@]23C=C[C@H]1O3 (stereo partly specified)
  PglD inh: 6
  Statin myotox sup: -18

> CCCN1C(=O)SC(CC(=O)Nc2ccccc2C)C1=O (stereo unspecified)
  PglD inh: -1
  Statin myotox sup: 5

> CCc1nn(C(C)C(=O)NC(C)CCc2ccco2)c(=O)c2cc3occc3n12 (stereo unspecified)
  PglD inh: 3
  Statin myotox sup: -2

> N#Cc1cn(-c2ccccc2)nc1-c1ccc2c(c1)OCCO2
  PglD inh: 2
  Statin myotox sup: 1

Continuation:
SMILES	PglD inh	Statin myotox sup
Cc1nc2ncnn2c(N2CCN(C(c3ccccc3)c3ccccc3)CC2)c1C	0	79*
N#Cc1ccc(CSc2nnc(NC(=O)C3CCCO3)s2)cc1 (stereo unspecified)	1	-2
CCC(=O)Nc1ccc(C(=O)OCC(=O)c2ccc(C)c([N+](=O)[O-])c2)cc1	0	11
COc1ccc(N2CCN(S(=O)(=O)c3cccc(C(F)(F)F)c3)CC2)cc1	3	4
N#CCC(CNc1ncc(C(F)(F)F)cc1Cl)OC(=O)c1ccc(Cl)cc1 (stereo unspecified)	-2	-1
O=C(COC(=O)/C=C/c1cnc2ccccc2n1)NCC(F)(F)F	1	-20
NC(=O)CSc1nnc(Cn2c(=O)sc3ccccc32)n1-c1cccc(Cl)c1	-4	13
CCN=C(Nc1ccc(Cl)cc1)c1cccnc1	-4	1
CSc1cccc(NC(=O)C(C)NS(=O)(=O)c2ccc(F)cc2)c1 (stereo unspecified)	2	-7
Cc1cccc(NC(=S)/N=C(\N)Nc2nc(C)c3ccc(C)cc3n2)c1	-9	-38
COc1ccc(CCNS(=O)(=O)c2ccc(C(=O)NCc3ccco3)cc2)cc1OC	-4	u
Cc1ccn2c(Nc3ccccc3C)c(-c3ccncc3)nc2c1	4	4
O=C(CCOc1ccccc1)Nc1ccc(S(=O)(=O)N2CCCC2)cc1	8	8
O=C(NCc1ccccc1)C1CCN(S(=O)(=O)N2CCOCC2)CC1	-1	16
C=C(C)COc1ccc(-c2[nH]ncc2-c2ccccc2OC)c(O)c1	1	4
CCCOC(=S)NC(=O)c1sc2ccccc2c1Cl	6	29
CN(C)c1cc(O)c(C(=S)Nc2ccccc2)c(N(C)C)c1	-14	-6
CCOc1ccc(C2SCC(=O)N2c2c(C)n(C)n(-c3ccccc3)c2=O)cc1 (stereo unspecified)	-4	117*
Clc1ccc(CSc2nncn2-c2ccccn2)cc1	-2	6
N#Cc1c(N)[nH]c(=S)c(C#N)c1-c1ccccc1	1	17
O=C(Cn1cnc2c(oc3ccccc32)c1=O)NCCc1ccccc1	-5	10
O=C(OC(C(=O)NCC1CCCO1)c1ccccc1F)c1ccco1 (stereo unspecified)	3	2
Cc1ccc(NC(=O)CCC(C(=O)O)N2C(=O)c3ccccc3C2=O)cc1 (stereo unspecified)	0	8
CCOC(=O)N/N=C/c1cn(CCCOc2ccccc2)c2ccccc12	-5	-8
COC(=O)C1=C(N)Oc2cc(C)n(Cc3cccnc3)c(=O)c2C1c1ccc(OC)c(OC)c1OC (stereo unspecified)	-4	-9
COc1ccc(C(C#N)Nc2ccc(C)cc2)cc1 (stereo unspecified)	0	1
c1ccc2c(c1)oc1c(NCCCn3ccnc3)ncnc12	4	-2
O=C(CN1CCCC1)N/N=C/c1ccc(-c2cccc(Cl)c2)o1	-2	-1
O=C(CO/N=C/c1ccccc1O)NNC(=O)c1ccccc1Cl	3	-2
O=C(CSc1nnc(COc2ccccc2)n1Cc1ccco1)c1ccc(F)cc1	5	3

4 consecutive compounds already listed, quoted:
SMILES	PglD inh	Statin myotox sup
O=C(Cn1cnc2c(oc3ccccc32)c1=O)NCCc1ccccc1	-5	10
O=C(OC(C(=O)NCC1CCCO1)c1ccccc1F)c1ccco1 (stereo unspecified)	3	2
Cc1ccc(NC(=O)CCC(C(=O)O)N2C(=O)c3ccccc3C2=O)cc1 (stereo unspecified)	0	8
CCOC(=O)N/N=C/c1cn(CCCOc2ccccc2)c2ccccc12	-5	-8

Next part.
SMILES	PglD inh	Statin myotox sup
Cc1ocnc1C(=O)Nc1ccc(Cl)cc1	10	3
O=C(CSc1ccc2c(c1)OCCO2)NCC1CCCO1 (stereo unspecified)	1	9
CCOc1ccc2nc(Nc3nc(CSc4nnnn4-c4ccccc4)cc(=O)[nH]3)nc(C)c2c1	-3	-31
Cc1ccc(S(=O)(=O)N2CCC(C(=O)N[C@H](C(=O)N3CCN(C)CC3)C(C)C)CC2)cc1	2	-4
CCOC(=O)c1c(C)n(C)c2ccc(O)c(CN(CC)CC)c12	1	-6
CCOC(=O)c1ccccc1NC(=O)c1cc(S(=O)(=O)N2CCOCC2)ccc1F	-1	1
COc1ccc(OC)c(-c2nc(C)sc2CC(=O)O)c1	-1	-5
CC1CC(C)(C)Nc2ccc(OC(=O)c3ccco3)cc21 (stereo unspecified)	2	-2
Cc1ccc([N+](=O)[O-])cc1-c1ccc(/C=N/NC(=O)c2cc3c(ccc4ccccc43)o2)o1	-1	-13
Cc1c(C#N)c(SCC(N)=O)nc2c1CCCC2	5	1
Cc1cccc(OCC(=O)Nc2cc(C)on2)c1	2	122*
CC1(C(=O)NC2CCCCCCC2)CCC(=O)N1Cc1cccnc1 (stereo unspecified)	2	12
C=CCn1c(SCc2ccccc2C#N)nnc1-c1ccccc1O	-6	-1
Cc1ccccc1C(=O)NC1CCN(Cc2nnnn2Cc2ccc(F)cc2)CC1	7	7
COc1cc(/C=N/NC(=O)c2cnccn2)ccc1O	2	6
CCC(c1nnnn1C(C)(C)C)N1CCN(c2cc(Cl)ccc2C)CC1 (stereo unspecified)	-5	-8
CCOC(=O)C1CCN(C(=O)CCc2c(C)nc3ncnn3c2C)CC1	3	-2
Cc1c(-n2c(CN3C(=O)c4ccccc4C3=O)nc3ccccc3c2=O)c(=O)n(-c2ccccc2)n1C	-9	6
O=C(Nc1ccc(Cl)cc1C(=O)NCC1CCCO1)c1ccco1 (stereo unspecified)	-1	-1
COC(=O)c1ccc(C)c(NS(=O)(=O)c2ccc3c(c2)OCCO3)c1	5	92*
CCCOc1ccc(Cn2c(O)cc(=O)[nH]c2=O)cc1	0	2
CC(C)c1ccc(-c2cc(C(=O)N3N=C(C(F)F)CC3(O)C(F)F)c3ccccc3n2)cc1 (stereo unspecified)	2	-7
CCOC(=O)c1ccc(OCC(=O)c2ccc(O)cc2O)cc1	-7	13
CCCCN(Cc1ccccc1)C(=O)c1cnc2n(c1=O)CCS2	-5	10
O=C(CCC1COc2ccccc2O1)Nc1ccccn1 (stereo unspecified)	1	155*
FC(F)Oc1ccc(NC(=S)NN2CCOCC2)cc1	-5	2
O=C(NCC1CCN(c2ccc(S(=O)(=O)N3CCOCC3)cc2)CC1)c1ccc(Cl)cc1	8	23

Some of the compounds tested (hit frequency here may not be typical).
